# Rin1-Abl PPI inh: inhibitors of human Rin1-Abl protein interaction; hit rate 0.4% among 360,000; inhibition, % at 7.35 µM; TR-FRET Rin1/Abl binding, biochemical; P00519+Q13671; in the data active = inhibition above about 5%, passing the limit was not always enough
# MLLE-PAM2 inh: inhibitors of microRNA-mediated deadenylation, human PABP1 MLLE binding | P11940 | GST-MLLE / FITC-PAM2 fluorescence polarization | inhibition, % at 20 µM | hit rate 0.36% among 360,000 | AID 588489; in the data active = inhibition above about 35%, passing the limit was not always enough;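 note: plate controls were DMSO wells with GST-MLLE for no effect and wells lacking GST-MLLE protein for full effect; some results filed as inactive read as strong as hits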
# Rpn11 block: inhibitors of human proteasome Rpn11; hit rate 0.59% among 360,000; human 26S proteasome, Ub4-pepOG fluorescence polarization; 20S core pre-blocked with epoxomicin; calls only at 20 µM; O00487;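 active = inhibition at 20 µM, scaled to each plate's controls, above about 33%, limit read from the data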
# MsrA inhibitor: inhibits bovine methionine sulfoxide reductase A | purified bovine MsrA, absorbance read-out | inhibition, % at 15.5 µM | hit rate 0.75% among 360,000; in the data active = inhibition above about 4.5%;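 note: 0% = vehicle wells with enzyme and 100% = reference inhibitor wells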
# MsrA act: activators of bovine methionine sulfoxide reductase A; purified bovine MsrA, absorbance read-out; activation, % at 10.6 µM; hit rate 0.3% among 360,000; AID 602163; in the data active = activation above about 7.5%;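 note: 0% = vehicle and 100% = reference activator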
# CSN inh: inhibitors of human CSN-mediated cullin deneddylation; Q92905; inhibition, % at 12.5 µM; Purified CSN, SCF-Nedd8-OG deneddylation, fluorescence polarization; hit rate 0.38% among 360,000;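 active = pattern-corrected inhibition above about 35%, with an unprinted fluorescence ratio check between 0.5 and 1.5, limit read from the data, passing the limit was not always enough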;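 note: 0% = enzyme with substrate and 100% = substrate without enzyme; some results filed as inactive read as strong as hits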
#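 test system = HEK293T-derived human Csn5 enzyme | amount = 0.24 nM Csn5 enzyme, final concentration | medium = Tris/NaCl/DTT buffer, pH 7.5 | schedule = 90 min reaction at room temperature | signal = FP | evaluation = inhibition of Csn5 cleavage, % | compound dosing = single dose of 12.5 µM compound with 0.25% DMSO | probe or stimulus = 10 nM SCFSkp2-Nedd8OG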
# FAS-TE inh: inhibitors of human fatty acid synthase thioesterase domain; recombinant FAS-TE, OMFH fluorogenic substrate, fluorescence endpoint; inhibition, % at 15 µM; hit rate 0.67% among 360,000; AID 602261;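 active = compounds whose normalised, plate-corrected inhibition of enzyme fluorescence in the single-dose primary screen is 50% or more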;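 note: 0% = DMSO with enzyme and 100% = substrate without enzyme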
# MT1-MMP act inh: MT1-MMP (human) activation inhibition; P50281; HT1080 RFP-PRO-GFP cells, GFP/RFP ratio fluorescence, overnight; percent of plate control window, DMSO zero; GFP/RFP ratio change, % at 20 µM; hit rate 0.061% among 360,000; AID 651647;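 active = GFP/RFP ratio change of at least 30% with cell ATP level not reduced by more than half and red fluorescence within 50% of control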; note: strong numbers were not always called active
#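 Assay system – RFP-PRO-GFP reporter HT1080 cells · Compound dosing – single dose of 20 µM compound, 1% DMSO final · Incubation – overnight compound exposure at 37 °C · Measure – GFP/RFP fluorescence ratio · Benchmarks – DMSO wells and RFP-L50D-GFP cells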
# eLon inh: E. coli protease La inhibition | P0A9M0 | purified E. coli Lon protease, fluorescence polarization | inhibition, % at 7.94 µM | hit rate 0.42% among 360,000 | AID 602123; in the data active = inhibition above about 13%, passing the limit was not always enough;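 note: 0% = enzyme with probe and DMSO and 100% = no enzyme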
# Target sequence (P0A9M0 whole entry, looked up): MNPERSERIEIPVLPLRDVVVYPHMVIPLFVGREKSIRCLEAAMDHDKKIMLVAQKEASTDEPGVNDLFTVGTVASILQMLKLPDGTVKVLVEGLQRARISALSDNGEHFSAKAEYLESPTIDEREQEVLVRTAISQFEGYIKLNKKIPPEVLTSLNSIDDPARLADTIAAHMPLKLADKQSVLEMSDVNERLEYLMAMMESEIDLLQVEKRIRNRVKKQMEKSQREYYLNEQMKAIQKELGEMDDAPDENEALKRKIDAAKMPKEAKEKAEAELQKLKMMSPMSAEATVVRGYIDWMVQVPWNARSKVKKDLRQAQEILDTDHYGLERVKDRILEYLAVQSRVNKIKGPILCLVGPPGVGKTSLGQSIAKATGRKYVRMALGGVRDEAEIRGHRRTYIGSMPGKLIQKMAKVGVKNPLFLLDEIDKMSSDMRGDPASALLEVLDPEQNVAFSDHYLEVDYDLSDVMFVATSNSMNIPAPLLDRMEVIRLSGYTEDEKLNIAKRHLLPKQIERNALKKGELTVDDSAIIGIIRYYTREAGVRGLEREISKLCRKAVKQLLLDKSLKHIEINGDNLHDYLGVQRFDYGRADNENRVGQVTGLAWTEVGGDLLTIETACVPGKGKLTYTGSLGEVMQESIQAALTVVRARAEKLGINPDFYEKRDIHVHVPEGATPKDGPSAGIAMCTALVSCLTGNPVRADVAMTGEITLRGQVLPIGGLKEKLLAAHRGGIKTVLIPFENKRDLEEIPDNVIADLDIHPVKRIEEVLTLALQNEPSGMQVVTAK
# * hit, by the source's call; i = inactive; · = no result given; + = active, no number.
molecule	Rin1-Abl PPI inh	MLLE-PAM2 inh	Rpn11 block	MsrA inhibitor	MsrA act	CSN inh	FAS-TE inh	MT1-MMP act inh	eLon inh
Cc1ccc(C2(C)NC(=O)N(CC(=O)NC(=O)NC(C)(C)C)C2=O)cc1 (centres undefined)	1	8	i	0.0	-1	2	-4	-1	0
COC(=O)c1ccc(S(=O)(=O)NNC(=O)COc2ccc(C)cc2)cc1	0	20	i	0.3	-1	-6	-1	2	-7
NS(=O)(=O)c1ccc(CCNC(=O)CNC(=O)c2ccc(Oc3ccccc3)cc2)cc1	-3	7	i	-1.8	-2	1	-4	1	-9
C=CCC1C=CCC(CC=C)N1C(=O)c1ccccc1[N+](=O)[O-] (centres undefined)	1	2	i	-1.9	-1	-3	1	-1	-2
O=C1OC(Cc2ccccn2)C(O)=C1C1=NCCCN1 (centres undefined)	-2	7	i	-0.2	-3	-5	-11	-2	1
Cc1ccc(NC(=O)c2sc3nc(C)cc(C)c3c2N)cc1	2	-1	i	-0.4	-1	-1	9	8	-16
C(#Cc1ccccc1)C[N+]1(CC#Cc2cccc3ccccc23)CCCC1	-3	-2	i	1.1	-4	5	17	-31	-1
CCN(CC)CCC12CC(C)OC1=Nc1ccccc1NC2=O (centres undefined)	8	-7	i	1.6	-14	-4	-8	4	-4
COc1ccc(OC)c(S(=O)(=O)NC(=O)C2(C)CCN2C(=O)Cc2ccccc2)c1 (centres undefined)	-7	1	i	3.0	0	-3	-3	1	4
COc1ccc(Cl)cc1C(=O)NCCS(=O)(=O)N1CCN(c2ccccc2F)CC1	1	7	i	-0.7	-2	0	17	0	-1
CCNc1nc(NCC)nc(N/N=C(\C)c2ccc(OC)cc2)n1	3	7	i	0.4	-7	0	-5	7	0
COc1ccc(Cn2c(=O)c3cccnc3n(Cc3ccc([N+](=O)[O-])cc3)c2=O)cc1	5	1	i	-0.3	-12	-1	46	-3	-2
CC(=O)c1ccc(NC(=O)C2CCN(S(=O)(=O)c3cccs3)CC2)cc1	1	-2	i	0.2	-3	-1	1	-3	0
O=C(CSc1nnc(-c2ccco2)n1Cc1ccco1)N1CCOCC1	-2	-2	i	-1.5	-3	2	-6	-6	-1
CC(C)(C)c1cc(CSC(=S)NC2CCS(=O)(=O)C2)c(Br)c(C(C)(C)C)c1 (centres undefined)	-3	8	i	-0.3	-1	0	28	-4	0
C=C(C)[C@@H]1CC=C(CN2CCC(N3CCC(C(=O)N4CCCC4)CC3)CC2)CC1	-5	0	i	-0.8	-5	-3	-5	4	0
CCOc1cc(N2CCOCC2)c(OCC)cc1NC(=O)Cc1ccccc1OC	-2	-22	i	-0.7	-13	0	-2	6	0
C/C(=N\NC(=S)NCc1ccccc1)c1ccccc1F	1	24	i	1.9	-3	1	18	-3	-6
Cc1ccc(S(=O)(=O)N2CCCOC2CNC(=O)C(=O)NCCc2c[nH]c3ccccc23)cc1 (centres undefined)	1	-16	i	2.9	-9	1	2	3	-8
C=C1CCN(CC(=O)OC)S(=O)(=O)c2ccccc21	5	-13	i	-1.1	-1	-1	1	6	-14
CCOC(=O)N1CCN(S(=O)(=O)c2ccc(C(=O)NNc3nc4c(C)cc(C)cc4s3)cc2)CC1	1	-125	i	1.9	-2	2	3	5	-4
CCC(C)NCCOCCOc1ccc(C)cc1Br (centres undefined)	0	4	i	-1.1	-14	2	-8	8	0
Cn1nccc1C(=O)Nc1ccc2c(c1)OCO2	-2	-8	i	-1.3	-3	8	-3	0	-4
Cc1cccc(C)c1NC(=O)c1cccnc1	-2	8	i	-0.7	-10	0	-7	1	5
CC(=O)N1N=C(c2ccc3ccccc3c2)OC1(C)C	-4	3	i	0.4	-3	-4	7	-5	7
O=C1N/C(=N/Nc2ccccc2)S/C1=C\c1ccccc1	-2	-56	+	3.1	-6	12	1	-2	-1
CCN(CC)S(=O)(=O)c1ccc(Cl)nc1	2	-1	i	0.5	-2	-9	-6	2	5
Cc1ccc(S(=O)(=O)n2cccc2/C=C/[N+](=O)[O-])cc1	4	-16	i	-0.5	-6	9	-5	-6	-7
CCC1CN(C(=O)N2CCC(C(=O)NCCc3ccc(OC)c(OC)c3)CC2)c2ccccc2O1 (centres undefined)	-2	1	i	-0.4	-1	2	-5	4	-8
Cc1oc2cc3oc(=O)c(CCC(=O)NCCCC(=O)O)c(C)c3cc2c1C	0	20	i	3.2	-5	2	-4	7	-3
N=c1nc(-c2ccccc2)ccn1O	-2	-8	i	3.8	-6	0	-9	-3	-6
Cc1cccc2sc(NC(=O)CN(C)S(=O)(=O)c3cccs3)nc12	0	-7	i	0.2	-2	5	8	0	-2
COc1cccc(-c2nc(NC(C)C)c3ccccc3n2)c1O	-5	-13	i	2.8	-1	2	19	-1	9
Cn1c(SCCOc2ccccc2F)nc2ccccc2c1=O	3	-19	i	0.0	-3	-1	33	0	-14
COC(=O)[C@@]12CCCCN1[C@H](c1ccc(SC3CCCCC3)cc1)[C@H]1C(=O)N(C)C(=O)[C@H]12	-3	-2	i	0.7	-3	-2	24	-2	0
Cn1c(=O)c2cc(S(=O)(=O)NCCC(=O)NCC3CCCO3)ccc2n(C)c1=O (centres undefined)	-3	0	i	-0.6	-10	-4	-5	6	-1
CC(C)(C)NC(=O)C(c1ccc(-c2ccccc2)cc1)N(C[C@H]1CC[C@@H]([C@@H]2CC[C@H](CO)O2)O1)C(=O)c1ccc(-c2ccccc2)cc1 (some centres undefined)	-1	8	i	·	1	-4	30	-21	1
COc1cccc(C(=O)Nc2ccc(NC(=O)c3cc4ccccc4o3)c(OC)c2)c1	-1	-1	i	-0.2	-1	2	0	3	-5
CCn1nc(C)cc1C(=O)N1CCCC(C(=O)c2ccc(Oc3ccccc3)cc2)C1 (centres undefined)	3	-4	i	-0.1	-2	1	-18	-1	2
O=S(=O)(NCc1csc(-c2cccnc2)n1)c1ccc(Br)cc1	0	-5	i	1.4	-1	-3	-3	2	-2
Cc1nc(NC(=O)C2CC2)sc1C	2	18	i	1.4	-11	1	-10	7	10
CCCc1cc(=O)oc2c(C)c3occ(C)c3cc12	1	6	i	3.2	-7	-1	7	-7	-11
Cc1cc(C)n(-c2nnc(C)n2/N=C/c2cc(Br)ccc2OCc2ccccc2)n1	-3	-3	i	0.2	3	6	26	3	2
O=C(/C=C/c1ccco1)NC(=S)Nc1ccccn1	-3	15	i	2.4	-7	4	-6	-1	-7
CC(C)NS(=O)(=O)c1ccc(CCC(=O)NCc2ccccn2)cc1	2	12	i	0.1	-4	2	-6	-3	0
CC(=O)Nc1cccc(NC(=O)C(=O)NCC(c2ccco2)N2CCc3ccccc3C2)c1 (centres undefined)	4	-3	i	-0.1	-4	-4	2	-5	-4
O=C(O)C1CC(C(=O)O)SS1 (centres undefined)	-3	19	i	-0.9	-8	2	-9	-2	1
Nc1nc(SCCOc2ccccc2)n[nH]1	1	-5	i	-0.6	-4	-5	-7	7	-2
CCN(CC)C(=O)C1CCCN(C(=O)CCn2nnnc2CN2CCOCC2)C1 (centres undefined)	0	-3	i	0.2	-2	-1	-2	1	-3
CCOC(=O)N1CCN(C(=O)CC(C)S(=O)(=O)c2cc3c(cc2C)NC(=O)CO3)CC1 (centres undefined)	1	-3	i	1.6	-5	-1	-6	1	-2
COc1cc(OC)cc(C2=Cc3ccc(OC)cc3C(CC(C)=O)N2c2ccc(C#CCCO)cc2)c1 (centres undefined)	·	·	·	0.5	0	-2	11	2	-2
CC(C)N(C(=O)[C@H]1C[C@H](CC(=O)NCCN2CCOCC2)C(=O)N2CCc3c([nH]c4cc(CCC(=O)N(C)C)ccc34)[C@]12C)C(C)C	0	4	i	1.1	4	-3	-10	3	1
CCOC(=O)c1[nH]c2c(c1-c1ccccc1)C(=O)CC(c1ccc(OC)c(OC)c1)C2 (centres undefined)	-4	11	i	1.2	2	1	3	-3	-4
Cc1cc(/C=C(\C#N)C(=O)NCc2ccccc2)c(C)[nH]1	-1	2	i	3.6	-5	4	-8	-3	-15
O=C(Cn1nc(-c2ccccc2)c2ccccc2c1=O)Nc1ccc(F)cc1	-1	-18	i	-1.0	-4	0	-1	0	-3
O=C(NC1CC1)C1=C[C@@H](c2ccc(Br)cc2)C[C@@H](OCCCCO)O1	4	-5	i	0.5	-2	0	-6	-3	-5
O=c1[nH]c2ccc(S(=O)(=O)N3CCCC3)cc2[nH]1	0	8	i	-0.8	1	6	-4	2	5
CN(C)CCN(C(=O)c1ccc2ccccc2c1)c1nc2c(F)cc(F)cc2s1	3	-1	i	2.2	2	3	14	-2	-5
Cc1cccc(NC(=O)[C@H](Cc2c[nH]c3ccccc23)NC(=O)[C@@H]2Cc3ccccc3CN2)c1	1	-1	i	1.0	-2	5	13	-5	-21
Cc1cnc(C(=O)N(c2ccc(N3CCOCC3)cc2)C2C(=O)Nc3ccccc3N=C2c2ccc3c(c2)OCO3)cn1 (centres undefined)	1	8	i	3.1	0	2	-4	1	-2

# Next entries follow.
molecule	Rin1-Abl PPI inh	MLLE-PAM2 inh	Rpn11 block	MsrA inhibitor	MsrA act	CSN inh	FAS-TE inh	MT1-MMP act inh	eLon inh
CCNC(=O)CSc1nc2ccccc2c(=O)n1-c1cccc(OC)c1	-1	2	i	0.8	-8	0	-7	1	2
O=S(=O)(NC1CC1)c1ccc(S(=O)(=O)N2CCCC(c3nc(-c4cccnc4)no3)C2)cc1 (centres undefined)	1	10	i	1.0	0	5	-14	-2	6
CC(C)CNC(=S)N(CCCO)Cc1cc2cc3c(cc2[nH]c1=O)OCO3	-1	-124	i	2.1	-3	1	0	1	2
O=S1(=O)CC(N2CC=CC2)CN1C1CCCCC1 (centres undefined)	4	-17	i	-0.1	-5	2	-4	1	-7
CC(=O)Nc1ccc(OCC(O)Cn2c(CO)nc3ccccc32)cc1 (centres undefined)	1	6	i	-0.8	0	-8	-3	-2	-7
Cc1noc(C)c1CSCC(=O)Nc1nnc(CC(C)C)s1	5	24	i	-0.8	0	0	1	-2	-2
COCCCNC(=O)C1CCC(=O)N1Cc1ccccc1Cl (centres undefined)	3	11	i	0.8	0	2	-7	4	7
Cc1c(NC(=O)Nc2ccc([N+](=O)[O-])cc2)c(=O)n(-c2ccccc2)n1C	-3	7	i	1.0	-5	-8	8	0	-3

# Screens from PubChem BioAssay.
